Source: PubChem (several laboratories)
HCT116 PTEN-null: growth suppression of PTEN-null HCT116, primary screen, cell-based, CellTiter-Glo; HCT116 PTEN-null viability, 60 h; hits give low values; viability, % at 10 µM; 1.2% of 140,000 active;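 active means viability at or below a set limit, 4 SD under the median of all tested compounds, cut at about 3.7% in these data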;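 further: PTEN knockout HCT116 line with beta catenin targeted HCT116 as companion control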
Yeast growth inh: growth inhibitors of yeast BB579 in restrictive medium, primary screen, yeast lifespan-shortening project, S. cerevisiae | inhibition, % at 10 µM | AID 804, 2007 | 0.51% of 140,000 active | OD615, 48 h;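 active means inhibition above a set limit, 3 SD over the mean compound inhibition, cut at about 44% in these data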; further: inactives centre near -24
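test system = yeast BB579 (DeaD) | buffer or medium = restrictive CSMM-D medium | doses = single compound dose of 10 µM, 0.25% DMSO final | times = 4 h preincubation and 48 h exposure at 30 °C | technique = culture absorbance at 615 nm | benchmarks = amphotericin B 10 µg/mL, positive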
Phagocytosis inh: inhibitors of macrophage phagocytosis, primary screen, imaging, J774A.1 cells, IgG beads; J774A.1 macrophage IgG-bead phagocytosis; inhibition, % at 5 µM; 0.07% of 110,000 active; AID 1029, 2008;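 active means inhibition above the mean of the plate negative controls plus 5 SD, cut at about 13% in these data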;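 further: phagocytic index as fraction of beads internalized from green versus red external bead signal; plate controls were DMSO negative control for no effect and cytochalasin-D positive control for full effect; some results beyond the cut were filed as inactive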
MRP-1 activ: H69AR viability gain despite doxorubicin, primary screen, MRP-1 activator project, H69AR cells, CellTiter-Glo; 0.61% of 140,000 active; viability rescue; viability increase, % at 10 µM;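 active means viability gain under doxorubicin at or above a set limit, the compound median plus 3 SD, cut at about 4.7% in these data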;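 further: MRP-1 overexpressing cells given doxorubicin 25 µM after compound pretreatment; 18-22 h compound pretreatment then 72 h with doxorubicin before readout; 0% = doxorubicin-only wells and 100% = vehicle-treated cells without doxorubicin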
NPY-Y2 antag: NPY-Y2 receptor antagonists, primary screen, cell-based. Neuropeptide Y receptor type 2 (Homo sapiens), P49146. NPY-Y2 expressing cells, antagonist mode. inhibition, % at 2.7 µM. 0.99% of 140,000 active; in the data active means inhibition above about 17%;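 further: 0% = vehicle with agonist challenge and 100% = reference antagonist with challenge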
Target sequence (P49146 whole entry, looked up): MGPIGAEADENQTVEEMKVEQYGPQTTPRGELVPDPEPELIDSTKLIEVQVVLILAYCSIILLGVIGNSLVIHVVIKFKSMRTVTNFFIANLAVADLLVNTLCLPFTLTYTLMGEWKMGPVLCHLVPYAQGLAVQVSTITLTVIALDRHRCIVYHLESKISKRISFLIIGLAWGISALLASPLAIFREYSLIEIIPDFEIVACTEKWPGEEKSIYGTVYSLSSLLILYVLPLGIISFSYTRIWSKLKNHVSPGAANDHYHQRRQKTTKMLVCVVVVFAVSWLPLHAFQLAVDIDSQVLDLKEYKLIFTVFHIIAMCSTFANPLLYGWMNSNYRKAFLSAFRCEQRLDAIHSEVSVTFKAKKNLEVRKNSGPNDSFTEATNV
Yeast life ext: compounds extending yeast replicative lifespan, primary screen, S. cerevisiae, OD615 | S. cerevisiae growth with nicotinamide; deaD strain in restrictive glucose medium | 0.68% of 130,000 active | AID 775, 2007 | inhibition of the nicotinamide effect, % at 10 µM;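 active means inhibition above a set limit, placed 3 SD over the median of all compounds, cut at about 26% in these data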;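 further: 0% = nicotinamide-treated wells and 100% = cells grown without nicotinamide; some compounds called inactive have numbers as strong as hits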
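assay system = DeaD-strain S. cerevisiae | measured by = absorbance at 615 nm | probe or stimulus = nicotinamide 1.5 mM | buffer or medium = CSMM-D glucose medium, restrictive | times = 48 h at 30 °C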
HCT116 bCat-KO: primary screen for growth suppressors in beta-catenin knockout HCT116 cells (colon tumor, human); 1.5% of 140,000 active; viability, % at 10 µM; HCT116 beta-catenin knockout viability, CellTiter-Glo, 60 h; hits give low values;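 active means viability at or under a set limit, the compound median less 4 SD, cut at about 6% in these data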;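 further: 0% = Hyamine 1622 control at 20 µM and 100% = untreated cell control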
Measles CPE: compounds protecting cells from measles virus cytopathic effect, primary screen, measles RdRp inhibitor project, single point, MLSMR library, absorbance. Measles virus-infected cells, CPE protection. protection (pct of control), % at 4 µM. 1.5% of 140,000 active; in the data active means protection mostly above about 24%, no sharp cut-off; inactive means mostly below about 26%; further: some compounds called inactive have numbers as strong as hits
GALR2 antag: GALR2 antagonists in receptor-expressing cells, primary screen. inhibition, % at 4 µM. 0.39% of 140,000 active. AID 828, 2007. antagonist mode; in the data active means inhibition above about 27%;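 further: cells stimulated with galanin 1-16 at roughly its EC80; 0% = agonist challenge control and 100% = basal control without agonist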
Target sequence (O43603 whole entry, looked up): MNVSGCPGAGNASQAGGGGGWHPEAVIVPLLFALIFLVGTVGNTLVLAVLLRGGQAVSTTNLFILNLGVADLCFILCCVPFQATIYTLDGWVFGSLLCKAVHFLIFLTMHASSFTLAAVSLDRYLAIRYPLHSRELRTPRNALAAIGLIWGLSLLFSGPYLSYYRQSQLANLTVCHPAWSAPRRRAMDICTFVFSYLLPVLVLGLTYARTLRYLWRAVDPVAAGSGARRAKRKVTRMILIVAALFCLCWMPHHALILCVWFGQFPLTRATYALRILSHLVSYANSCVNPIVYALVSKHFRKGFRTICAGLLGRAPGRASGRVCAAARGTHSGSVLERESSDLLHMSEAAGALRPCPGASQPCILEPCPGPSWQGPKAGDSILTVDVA
E-sel TNF inh: E-selectin induction blockers in HUVEC – imaging, immunofluorescence, high content, primary screen; HUVEC TNFa-induced E-selectin immunofluorescence; inhibition, % at 2 µM; 0.71% of 120,000 active; AID 1246, 2008;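 active means inhibition above the batch mean plus 3 SD, and confirmed as a hit on visual image review, cut at about 43% in these data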;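 further: 0% = TNF-stimulated DMSO wells and 100% = unstimulated control wells; not every result past the cut was called active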
* hit, by the source's call.

Cc1ccc(-c2nc3cccnc3s2)cc1NC(=O)C1c2ccccc2Oc2ccccc21 was read as HCT116 PTEN-null 49, Yeast growth inh -32, MRP-1 activ -3.9, NPY-Y2 antag 4, Yeast life ext 2, HCT116 bCat-KO 53, Measles CPE 5, GALR2 antag 6 and E-sel TNF inh -13.
Cc1cc([N+](=O)[O-])nn1Cc1ccc(C(=O)N/N=C/c2ccccc2)cc1 was read as HCT116 PTEN-null 105, Yeast growth inh -28, Phagocytosis inh -8, MRP-1 activ 0.5, NPY-Y2 antag 2, Yeast life ext -1, HCT116 bCat-KO 88, Measles CPE 11, GALR2 antag 4 and E-sel TNF inh -17.
For CC(C)NC(=S)Nc1ccc2cn[nH]c2c1 the results were HCT116 PTEN-null 94, Yeast growth inh -37, Phagocytosis inh -3, MRP-1 activ -1.1, NPY-Y2 antag 1, Yeast life ext 5, HCT116 bCat-KO 103, Measles CPE 15, GALR2 antag 8 and E-sel TNF inh -1.
`CC(C)N(C=O)C1(C(=O)NC2CCCCC2)CCCCC1` gave HCT116 PTEN-null 91, Yeast growth inh -14, Phagocytosis inh -1, MRP-1 activ -1.1, NPY-Y2 antag 11, Yeast life ext -14, HCT116 bCat-KO 85, Measles CPE 9, GALR2 antag -7 and E-sel TNF inh -14.
Screening CCN(CC)CCN1C(=O)c2ccccc2NC1c1ccc(C)cc1 (stereo not given) returned HCT116 PTEN-null 96, Yeast growth inh -27, Phagocytosis inh 2, MRP-1 activ -2.9, NPY-Y2 antag 2, Yeast life ext -1, HCT116 bCat-KO 87, Measles CPE 8, GALR2 antag 7 and E-sel TNF inh 5.
COc1ccc(CN=C2Nc3ccccc3CS2)cc1 was read as HCT116 PTEN-null 77, Yeast growth inh 2, Phagocytosis inh 2, MRP-1 activ -1.5, NPY-Y2 antag 4, Yeast life ext -2, HCT116 bCat-KO 78, Measles CPE 7, GALR2 antag 10 and E-sel TNF inh 22.
Screening CCN(CC)C(c1ccc(F)cc1)c1nnnn1C1CCCCC1 (stereo not given) returned HCT116 PTEN-null 76, Yeast growth inh -6, Phagocytosis inh -1, MRP-1 activ -1.1, NPY-Y2 antag 0, Yeast life ext -2, HCT116 bCat-KO 79, Measles CPE 20, GALR2 antag -1 and E-sel TNF inh -8.
Screening ON=C1/C(=N\O)CC2(C/C1=N/O)OCCO2 returned HCT116 PTEN-null 104, Yeast growth inh -54, Phagocytosis inh 3, MRP-1 activ 0.5, NPY-Y2 antag 3, Yeast life ext -6, HCT116 bCat-KO 92, Measles CPE 10, GALR2 antag 2 and E-sel TNF inh -4.
`Cc1cc(C)nc(-n2nc(C)c3c(C)c(C)c(C)nc32)n1` gave HCT116 PTEN-null 92, Yeast growth inh -54, Phagocytosis inh 1, MRP-1 activ -0.5, NPY-Y2 antag 0, Yeast life ext -13, HCT116 bCat-KO 95, Measles CPE 1, GALR2 antag 6 and E-sel TNF inh 11.
`O=C(Nc1nc2c(s1)CCCC2)c1ccc(S(=O)(=O)N2CCCc3ccccc32)cc1` gave HCT116 PTEN-null 23, Yeast growth inh -38, Phagocytosis inh -10, MRP-1 activ 0.2, NPY-Y2 antag -2, Yeast life ext -1, HCT116 bCat-KO 22, Measles CPE 7, GALR2 antag 14 and E-sel TNF inh -21.
Screening CCOC(=O)N1CCN(C(=O)Cn2nc(-c3ccc(Cl)cc3)ccc2=O)CC1 returned HCT116 PTEN-null 81, Yeast growth inh -31, Phagocytosis inh 0, MRP-1 activ 3.1, NPY-Y2 antag 1, Yeast life ext -10, HCT116 bCat-KO 87, Measles CPE 3, GALR2 antag -2 and E-sel TNF inh -6.
Screening O=C(NCN1CCN(c2ccccc2F)CC1)c1ccccc1 returned HCT116 PTEN-null 89, Yeast growth inh -47, Phagocytosis inh -1, MRP-1 activ -1.9, NPY-Y2 antag 3, Yeast life ext -13, HCT116 bCat-KO 101, Measles CPE 28, GALR2 antag 4 and E-sel TNF inh 18.
CC(NC(=O)CCSc1nc(-c2ccc3c(c2)OCO3)cc(C(F)(F)F)n1)c1ccccc1 (stereo not given) was read as HCT116 PTEN-null 62, Yeast growth inh -30, MRP-1 activ -2.8, NPY-Y2 antag 0, Yeast life ext -12, HCT116 bCat-KO 68, Measles CPE 20, GALR2 antag -4 and E-sel TNF inh -10.
Screening CCCCNC(=O)c1cc2c(=O)n3cccc(C)c3nc2n(CCN2CCOCC2)c1=N returned HCT116 PTEN-null 42, Yeast growth inh -10, Phagocytosis inh 1, MRP-1 activ -3.4, NPY-Y2 antag 2, Yeast life ext -1, HCT116 bCat-KO 52, Measles CPE 19, GALR2 antag -3 and E-sel TNF inh -28.
Cc1nc(NS(=O)(=O)c2ccccc2)sc1NC(=O)OCCN(C)C was read as HCT116 PTEN-null 93, Yeast growth inh -5, Phagocytosis inh -1, MRP-1 activ -0.6, NPY-Y2 antag 4, Yeast life ext 7, HCT116 bCat-KO 102, Measles CPE 3, GALR2 antag -10 and E-sel TNF inh -17.
Screening CC(=O)c1c(N2CCOCC2)nc(=S)n(-c2ccc([N+](=O)[O-])cc2)c1C returned HCT116 PTEN-null 112, Yeast growth inh -78, Phagocytosis inh 0, MRP-1 activ -0.8, NPY-Y2 antag 2, Yeast life ext 8, HCT116 bCat-KO 99, Measles CPE 9, GALR2 antag 6 and E-sel TNF inh -11.
CC1CCC2C(=O)N(c3ccc(C(=O)Oc4cccc5cccnc45)cc3)C(=O)C2C1 (stereo not given) was read as HCT116 PTEN-null 5, Yeast growth inh 13, Phagocytosis inh 4, MRP-1 activ -2.9, NPY-Y2 antag 0, Yeast life ext 1, HCT116 bCat-KO 6, Measles CPE 33 and GALR2 antag 8.
`CCOc1ccc(C(=O)O)cc1OC` gave HCT116 PTEN-null 90, Yeast growth inh -43, MRP-1 activ -1.8, NPY-Y2 antag 0, Yeast life ext -29, HCT116 bCat-KO 98, Measles CPE 14, GALR2 antag -3 and E-sel TNF inh 5.
CN1CCN(C2=Cc3cc(Cl)ccc3Sc3cc(F)ccc32)CC1 was read as HCT116 PTEN-null 7, Yeast growth inh 98*, MRP-1 activ -8.3, NPY-Y2 antag 1, HCT116 bCat-KO 1.3*, Measles CPE 9, GALR2 antag 4 and E-sel TNF inh 0.
`CCN1CCN(c2cc(C)c3cc(NC(=O)c4cccnc4Cl)ccc3n2)CC1` gave HCT116 PTEN-null 102, Yeast growth inh -75, Phagocytosis inh 1, MRP-1 activ -1.7, NPY-Y2 antag 0, Yeast life ext -1, HCT116 bCat-KO 93, Measles CPE 4, GALR2 antag 0 and E-sel TNF inh -3.
For CN1CCN(C(=O)c2ccccc2-c2nc(-c3ccccc3)no2)CC1 the results were HCT116 PTEN-null 96, Yeast growth inh -31, Phagocytosis inh -1, MRP-1 activ -1.9, NPY-Y2 antag 3, Yeast life ext 1, HCT116 bCat-KO 95, Measles CPE 5, GALR2 antag 0 and E-sel TNF inh 17.
Screening Cc1csc(NC(=O)c2c(-c3c(Cl)cccc3Cl)noc2C)n1 returned HCT116 PTEN-null 89, Yeast growth inh -35, Phagocytosis inh -1, MRP-1 activ -2.2, NPY-Y2 antag -1, Yeast life ext -6, HCT116 bCat-KO 84, Measles CPE 8, GALR2 antag -7 and E-sel TNF inh 10.
For Cc1nn(CC2CCCCC2)c(N)c1-c1ccccc1 the results were HCT116 PTEN-null 78, Yeast growth inh -56, Phagocytosis inh 0, MRP-1 activ 0.4, NPY-Y2 antag 2, Yeast life ext -12, HCT116 bCat-KO 86, Measles CPE 9, GALR2 antag 0 and E-sel TNF inh 7.
COc1ccc2ccccc2c1CNCc1ccccn1 was read as HCT116 PTEN-null 76, Yeast growth inh -19, Phagocytosis inh 0, MRP-1 activ -4.7, NPY-Y2 antag 5, Yeast life ext -3, HCT116 bCat-KO 81, Measles CPE 9, GALR2 antag -17 and E-sel TNF inh 22.
For CCCOc1cccc(C(=O)Nc2cccnc2)c1 the results were HCT116 PTEN-null 100, Yeast growth inh -24, Phagocytosis inh -1, MRP-1 activ 2.8, NPY-Y2 antag 4, Yeast life ext -14, HCT116 bCat-KO 101, Measles CPE 12 and GALR2 antag 2.
`Cc1ccc(Nc2nc(-c3sc(NC(=O)c4ccco4)nc3C)cs2)cc1` gave HCT116 PTEN-null 100, Yeast growth inh -23, Phagocytosis inh 0, MRP-1 activ -0.7, NPY-Y2 antag -2, Yeast life ext -19, HCT116 bCat-KO 97, Measles CPE 9 and GALR2 antag -7.
COCCCn1cnnc1SCC(=O)Nc1ccc(S(=O)(=O)N2CCCC2)cc1 was read as HCT116 PTEN-null 98, Yeast growth inh -30, Phagocytosis inh 1, MRP-1 activ -1.4, NPY-Y2 antag -2, Yeast life ext 4, HCT116 bCat-KO 94, Measles CPE 12, GALR2 antag -4 and E-sel TNF inh 31.
Screening COc1cc2c(cc1OC)C1=C(C#N)CC/C(=N\S(=O)(=O)c3cccc(Cl)c3)N1CC2 returned HCT116 PTEN-null 87, Yeast growth inh -6, MRP-1 activ -3.8, NPY-Y2 antag 1, Yeast life ext -8, HCT116 bCat-KO 90, Measles CPE 10, GALR2 antag 5 and E-sel TNF inh 7.
COc1ccc(N2C(=O)CC(N(Cc3ccc(S(N)(=O)=O)cc3)C(C)=O)C2=O)cc1 (stereo not given) was read as HCT116 PTEN-null 105, Yeast growth inh -1, Phagocytosis inh 0, MRP-1 activ -0.3, NPY-Y2 antag 1, Yeast life ext -8, HCT116 bCat-KO 110, Measles CPE 28, GALR2 antag -2 and E-sel TNF inh -1.
COc1cccc(NC(=O)Cn2cc(C#N)c3ccccc32)c1 was read as HCT116 PTEN-null 99, Yeast growth inh -17, MRP-1 activ -3.0, NPY-Y2 antag -4, HCT116 bCat-KO 97, Measles CPE 11, GALR2 antag 17 and E-sel TNF inh 5.
COc1ccc2nc(-c3cccc(N)c3)[nH]c2c1 was read as HCT116 PTEN-null 97, Yeast growth inh -61, MRP-1 activ -1.1, NPY-Y2 antag 2, HCT116 bCat-KO 82, Measles CPE 8, GALR2 antag 6 and E-sel TNF inh 0.
`O=C(O)c1ccccc1-c1ccccc1C(=O)Nc1cccc2ccccc12` gave HCT116 PTEN-null 96, Yeast growth inh -7, Phagocytosis inh -1, MRP-1 activ 0.4, NPY-Y2 antag 0, Yeast life ext -1, HCT116 bCat-KO 90, Measles CPE 22, GALR2 antag 0 and E-sel TNF inh -10.
For COc1ccc(OC)c2[nH]c(=O)c(CCNC(=O)C3CCCCC3)cc12 the results were HCT116 PTEN-null 113, Yeast growth inh -29, MRP-1 activ -1.1, NPY-Y2 antag 2, Yeast life ext 11, HCT116 bCat-KO 110, Measles CPE 14, GALR2 antag -5 and E-sel TNF inh -30.
